EWS-Fli inh = blocks EWS/Fli oncoprotein-driven transcription; A673 NR0B1-luciferase reporter, viability-normalised; inhibition, % at 12.6 µM; hit rate 0.67% among 350,000; AID 651661;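 active means mean inhibition of at least 50% after viability correction, with every replicate also passing that limit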;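 further: firefly luciferase signal divided by Alamar Blue viability fluorescence both relative to DMSO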
FN deposit inh = fibronectin deposition inhibition; hit rate 0.086% among 350,000; AH1F fibroblasts, Alexa488-fibronectin deposition fluorescence, overnight; inhibition, % at 12.6 µM;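 active means mean inhibition across replicates of 30% or more, regardless of how many single replicates reach that level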;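 further: positive control wells lacked labelled fibronectin entirely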
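test system = AH1F fibroblasts assembling fluorescent fibronectin matrix | quantity = 10000 AH1F cells per well | buffer or medium = DMEM plus 2% serum, read in PBS | doses = single dose, pinned | incubation = 1 h cell attachment, overnight exposure to compound and label | detection = fluorescence at 485 nm excitation, 525 nm emission | read-out basis = inhibition from reduced deposited-fibronectin fluorescence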
Xi reactivation = reactivates the inactive X chromosome in mouse fibroblasts. XiGFP mouse fibroblasts, % GFP-positive cells imaging, 3 d; cells co-treated with 5-aza-dC sensitizer; scaled so ellipticine positive control = 100%. activation, % at 7.58 µM. hit rate 0.055% among 360,000;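 active means mean normalized replicate activation at least 10% and every replicate at or above 10%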;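 further: 0% = median of on-plate neutral control wells and 100% = ellipticine 6 µM median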
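Material: SV40-immortalized XiGFP fibroblast cells, line 68-5-11 | Buffer or medium: DMEM containing 5-aza-dC | Dosing: One concentration, pinned | Times: 3 d treatment, 15 min room-temperature fixation | Controls: Ellipticine 6 µM positive control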
RAD54 branch = RAD54 (human) branch migration inhibition; inhibition, % at 10.4 µM; Q92698; RAD54 Holliday junction branch migration, FAM/BHQ fluorescence; AID 602329; hit rate 0.14% among 360,000;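 active means mean normalized replicate activity at least 40 and at least half of replicates scoring 40 or more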;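 further: 0% = median of neutral control wells and 100% = median of positive control wells; inhibitors cause a drop in the FAM fluorescence signal; in these data hits start at about 50%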
E-sel inducer = E-selectin induction on HUVECs | P16581 | HUVEC E-selectin immunofluorescence imaging; normalized: neutral wells 0, TNF-alpha wells 100 | AID 686992 | activation, % at 7.58 µM | hit rate 0.37% among 260,000;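 active means mean E-selectin-positive cell signal at least 10% of the positive control, reached in at least 60% of replicates, without over 20% cell loss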;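 further: in these data hits start at about 27%; measured in HUVEC primary endothelial cells; signal is the percent of cells scored E-selectin positive by PE staining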
Target sequence (P16581 whole entry, looked up): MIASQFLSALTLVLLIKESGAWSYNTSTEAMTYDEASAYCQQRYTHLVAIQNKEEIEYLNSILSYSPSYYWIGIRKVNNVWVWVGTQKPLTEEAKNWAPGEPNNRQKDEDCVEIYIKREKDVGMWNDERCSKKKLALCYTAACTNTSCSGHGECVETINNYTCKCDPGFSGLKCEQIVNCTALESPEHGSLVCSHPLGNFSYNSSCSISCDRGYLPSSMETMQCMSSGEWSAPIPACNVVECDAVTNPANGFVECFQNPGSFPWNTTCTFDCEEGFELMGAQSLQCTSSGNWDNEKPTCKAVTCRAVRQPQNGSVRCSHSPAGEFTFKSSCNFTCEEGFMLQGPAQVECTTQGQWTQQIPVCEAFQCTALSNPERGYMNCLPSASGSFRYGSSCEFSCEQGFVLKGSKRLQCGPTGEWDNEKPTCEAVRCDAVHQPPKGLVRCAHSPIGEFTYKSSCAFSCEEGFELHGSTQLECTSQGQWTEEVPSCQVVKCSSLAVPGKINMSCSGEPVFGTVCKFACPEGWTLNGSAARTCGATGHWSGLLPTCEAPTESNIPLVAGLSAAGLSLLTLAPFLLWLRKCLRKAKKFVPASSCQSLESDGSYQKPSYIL
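Test system: HUVEC; input: 3,000 HUVEC/well; measured by: immunofluorescence imaging; read-out: % PE-positive cells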
esBAF inh = inhibitors of esBAF chromatin remodeling in mouse ES cells. Bmi1-luciferase knock-in reporter, 24 h; 100% = twice the neutral-well signal. reporter increase, % at 12.5 µM. hit rate 2% among 350,000; in the data active means activation above about 40%;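 further: 0% = median of the plate's neutral control wells and 100% = double that signal; a rise in the Bmi1 reporter signal indicates esBAF inhibition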
RAD52 inh = blocks human RAD52 DNA annealing. AID 651710. recombinant RAD52 DNA annealing, FRET fluorescence. inhibition, % at 18.7 µM. P43351. hit rate 0.46% among 360,000;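 active means every replicate showing at least 50% inhibition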
Target sequence (P43351 whole entry, looked up): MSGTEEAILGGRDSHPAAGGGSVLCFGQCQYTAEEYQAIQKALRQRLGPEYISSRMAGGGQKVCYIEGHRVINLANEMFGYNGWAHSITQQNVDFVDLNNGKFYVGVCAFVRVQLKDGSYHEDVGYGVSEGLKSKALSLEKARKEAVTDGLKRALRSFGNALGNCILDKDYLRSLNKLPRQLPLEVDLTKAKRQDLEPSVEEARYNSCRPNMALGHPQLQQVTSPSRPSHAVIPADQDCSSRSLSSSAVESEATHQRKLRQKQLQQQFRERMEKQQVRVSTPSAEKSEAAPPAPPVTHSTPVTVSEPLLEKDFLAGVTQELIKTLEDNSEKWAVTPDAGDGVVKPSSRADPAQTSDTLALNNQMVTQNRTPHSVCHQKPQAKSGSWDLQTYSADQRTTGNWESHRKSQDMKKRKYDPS
S100A4 MyoIIA = blocks human S100A4 binding to myosin IIA peptide. P26447. hit rate 0.14% among 360,000. inhibition, % at 10.7 µM. S100A4/TAMRA-MyoIIA peptide fluorescence polarization;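 active means mean inhibition of at least 70% across replicates, with every replicate also reaching that level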
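assay system = human S100A4 monomer with TAMRA-labelled myosin IIA peptide | also added = labelled myosin peptide probe, 5 nM | incubation = 5 min between mix addition and reading | control set = DMSO and TFP controls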
An asterisk follows results filed as active; / = no result given.

SMILES	EWS-Fli inh	FN deposit inh	Xi reactivation	RAD54 branch	E-sel inducer	esBAF inh	RAD52 inh	S100A4 MyoIIA
COc1ccccc1N1CCN(C(=O)COc2cc(C)cc3oc(=O)cc(C)c23)CC1	6.8	-1.4	0.0	5.5	/	2.9	-5.1	-0.3
COc1ccc(/C=C/C(=O)OCC(=O)NCCC2=CCCCC2)cc1S(=O)(=O)N1CCOCC1	-5.3	-4.0	-0.1	/	-0.2	6.8	-12.6	-20.2
CC(C)C(=O)NNC(=O)CN1CCN(c2nc(-c3ccccc3)cs2)CC1	-16.9	-1.2	0.3	13.8	-2.3	13.3	-13.4	0.5
Cc1ccccc1-n1c(SCC(=O)Nc2c(C)cccc2C)nc(O)cc1=O	1.2	-0.4	0.0	-14.6	0.8	4.1	-31.0	2.4
COc1ccc(Cl)cc1NC(=S)N(Cc1ccc(C(=O)O)cc1)Cc1ccc(OC)c(OC)c1	2.4	2.4	-0.1	/	/	/	-23.2	-7.5
COc1ccc(/C=N/n2cnn(Cc3ccccc3Cl)c2=S)cc1OC	-6.5	-12.3	0.1	/	/	/	1.1	0.1
C[C@H]1CN([C@@H](C)CO)C(=O)Cc2cc(NS(=O)(=O)c3cn(C)cn3)ccc2O[C@@H]1CN(C)C(=O)Nc1cccc2ccccc12	-9.2	/	0.1	-3.2	-1.1	14.6	-15.0	-5.8
C[C@@H]1CCCCO[C@H](CN(C)CC2CCCCC2)[C@H](C)CN([C@@H](C)CO)C(=O)c2cc(NC(=O)C3CCCCC3)ccc2O1	-6.5	/	-1.1	4.1	0.5	0.2	-8.7	8.8
Cc1ccnc(NC(=O)C2CCN(S(=O)(=O)c3cccc(C(F)(F)F)c3)CC2)c1	-6.4	-1.2	-0.1	-6.0	-0.1	8.4	-15.5	-2.3
Cc1ccc(NC(=O)COC(=O)c2ccc(OCc3c(C)noc3C)cc2)cc1S(=O)(=O)N1CCOCC1	/	-1.5	0.2	-3.4	0.4	/	/	/
CCOc1ccccc1NC(=O)CN1CCC(C(=O)c2ccc(OC)cc2)CC1	7.6	2.8	0.1	-7.6	0.0	1.7	-27.7	-15.5
Cc1noc(C)c1NC(=O)N(C)C[C@H]1OCCCC[C@H](C)Oc2ccc(NC(=O)Cc3ccccc3)cc2C(=O)N([C@@H](C)CO)C[C@H]1C	-7.8	/	-0.2	1.0	0.3	-0.7	4.6	11.6
CNC(=O)C[C@H]1C(=O)N(C2CCCCC2)C[C@@H]1C	0.0	/	0.0	/	-0.6	-3.6	-13.0	-2.3
CCOc1cc(/C=C(\C#N)C(=O)Nc2cccc(C(=O)O)c2)cc(Br)c1OC(=O)c1ccc(OC)cc1	/	-3.2	0.2	-5.9	/	-7.4	-53.9	-26.9
O=C(c1cc2ccccc2cc1O)N1CCCC1	13.5	5.1	0.1	-5.9	0.1	-2.8	-9.4	-3.6
Cc1c(-c2ccccc2)n(O)c(-c2ccc(N(C)C)cc2)[n+]1[O-]	-43.5	-5.0	0.0	-0.8	0.1	13.0	-12.4	-3.7
CNC[C@H]1Oc2c(NS(=O)(=O)c3c(C)noc3C)cccc2C(=O)N([C@H](C)CO)C[C@H]1C	2.5	-1.9	-0.2	-20.2	0.3	-5.6	0.4	2.9
NNC(=O)C1CC(O)CN1S(=O)(=O)c1ccc2ccccc2c1 (configuration not stated)	-5.6	-2.7	-0.1	-2.4	/	-4.5	-22.9	-2.1
C[C@@H]1CCCCO[C@H](CN(C)S(=O)(=O)c2cccs2)[C@H](C)CN([C@H](C)CO)C(=O)c2cc(NC(=O)CCCN(C)C)ccc2O1	0.5	/	0.2	5.9	0.1	-7.1	17.1	7.9
Cc1noc(C)c1S(=O)(=O)Nc1cccc2c1O[C@@H](CN(C)C(=O)Nc1cccc3ccccc13)[C@@H](C)CN([C@H](C)CO)C2=O	5.7	/	-0.8	/	-2.3	/	-82.0	-28.8
CC(=O)N1CCN(C(=O)CSc2cc(C)c(Br)cc2C)CC1	2.6	8.2	0.3	3.4	/	/	-5.7	-0.8
COc1ccc(N2C(=S)NC3CS(=O)(=O)CC32)cc1 (configuration not stated)	-2.0	-1.8	0.0	/	/	/	-9.7	-15.4
COc1cccc(NC(=O)CCNS(=O)(=O)c2cccc3nonc23)c1	5.3	7.6	0.0	0.5	/	-4.6	-13.5	-3.1
C[C@H](CO)N1C[C@H](C)[C@H](CN(C)C(=O)Nc2ccc3c(c2)OCO3)Oc2ccc(NS(=O)(=O)c3cccs3)cc2C1=O	0.0	-2.7	-1.0	3.5	-3.6	1.6	9.7	18.8
CCN(Cc1nc2cc(Cl)ccc2c(=O)[nH]1)C(=O)C1CC(=O)N(c2cccc3ccccc23)C1 (configuration not stated)	9.5	-3.5	0.2	0.6	0.0	-2.8	-22.1	-10.4
COc1ccc(C(=O)CSc2ccccc2C(=O)O)cc1	-3.8	8.0	-0.1	/	/	/	-8.5	-1.3
C[C@H]1CN([C@@H](C)CO)C(=O)Cc2cc(NC(=O)C3CCCCC3)ccc2O[C@H]1CN(C)Cc1ccc2c(c1)OCO2	-3.0	/	0.3	4.4	-0.5	0.3	4.3	2.2
Cc1cc(C)n(CCNc2nc3nonc3nc2N2CCCCC2)n1	-0.4	-0.3	-0.3	-13.2	0.2	5.0	-7.7	6.9
CC1CCc2ccc(F)cc2N1S(=O)(=O)c1cccs1 (configuration not stated)	/	-4.5	/	3.0	/	-2.3	-16.0	14.8
Cc1cc(NC(=O)CCC(=O)N(Cc2ccco2)C(C(=O)NC2CCCC2)c2ccc(F)cc2)no1 (configuration not stated)	4.2	2.7	0.3	-8.4	-0.3	2.8	-5.5	-2.8

Molecules above that have bromine:
SMILES	EWS-Fli inh	FN deposit inh	Xi reactivation	RAD54 branch	E-sel inducer	esBAF inh	RAD52 inh	S100A4 MyoIIA
CCOc1cc(/C=C(\C#N)C(=O)Nc2cccc(C(=O)O)c2)cc(Br)c1OC(=O)c1ccc(OC)cc1	/	-3.2	0.2	-5.9	/	-7.4	-53.9	-26.9
CC(=O)N1CCN(C(=O)CSc2cc(C)c(Br)cc2C)CC1	2.6	8.2	0.3	3.4	/	/	-5.7	-0.8

New compounds follow.
SMILES	EWS-Fli inh	FN deposit inh	Xi reactivation	RAD54 branch	E-sel inducer	esBAF inh	RAD52 inh	S100A4 MyoIIA
CCn1c(CNC(=O)Cc2ccc(OC)cc2)nnc1SCC(=O)Nc1nccs1	/	/	/	-4.5	/	-1.0	-17.6	-0.4
COc1ccc(NC(=O)CN(C)C(=O)CSc2ccc3c(c2)OCCO3)cc1	-9.9	-28.5	0.2	8.8	/	-1.1	-10.6	-1.9
CN1C(=O)c2cc(NC(=O)Cc3cccs3)ccc2OC[C@@H]2O[C@H](CC(=O)NCC3CCCCC3)CC[C@@H]21	11.4	0.0	0.1	-8.2	0.0	27.6	-24.1	-4.9
CCOc1ccc(-c2nnc(SCC(=O)NC(C)(C)C)nc2-c2ccc(OCC)c(OC)c2)cc1OC	0.3	3.3	0.0	-1.4	0.0	13.1	-0.1	-2.5
COC(=O)/C=C1\OCc2cc(OCc3ccccc3)ccc21	-61.5	3.9	0.5	/	-0.1	/	7.9	-0.5
O=C1OC2(O)C3C4C=CC(C4)C3C(=O)N2c2ccccc21 (configuration not stated)	5.9	-6.1	0.9	/	/	/	0.0	0.4
COc1cc(C(=O)OC(C)CN2CCCCC2)cc(OC)c1OC (configuration not stated)	6.6	-1.4	0.0	-10.8	/	-7.4	-0.2	6.0
O=C(COc1ccc(C(=O)O)cc1)Nc1cccc(C(F)(F)F)c1	9.5	1.2	-0.1	/	0.2	1.0	-24.6	-7.9
O=C(NCCSc1ccc(Br)cc1)c1ccccc1	2.6	-19.9	0.2	/	/	/	-13.3	0.3
CO[C@@H](CN(C)Cc1ccc2c(c1)OCO2)[C@H](C)CN(C(=O)Nc1ccc(F)cc1)[C@@H](C)CO	-7.7	2.2	0.1	-3.0	0.3	-3.0	-22.0	22.2
C[C@H](CO)N1C[C@H](C)[C@@H](CN(C)S(=O)(=O)c2ccc(F)cc2)Oc2ccc(NS(C)(=O)=O)cc2CC1=O	-7.9	/	0.0	13.9	311.4*	-1.5	6.2	2.6
COc1ccc(-n2nc(C(=O)NCC(=O)N3CC(C)CC(C)C3)c3ccccc3c2=O)cc1 (configuration not stated)	-16.1	2.7	-0.1	6.6	/	11.0	-2.9	-3.7
O=C(C[C@H]1C[C@H]2c3cc(NC(=O)CC4CC4)ccc3O[C@H]2[C@H](CO)O1)NCc1ccccn1	-1.1	3.1	0.2	5.3	0.0	1.7	8.9	9.2
O=C1CCN(C(=O)c2ccccc2)c2ccccc21	7.4	-7.0	0.1	1.3	-0.4	3.2	-3.1	-14.1
Cc1ccc(NC(=O)CN(C)C(=O)c2ccc(OCc3c(C)noc3C)cc2)cc1	-3.4	/	-0.2	-2.2	0.8	2.1	-8.5	-4.4

In another format: entries from further up.
molecule,EWS-Fli inh,FN deposit inh,Xi reactivation,RAD54 branch,E-sel inducer,esBAF inh,RAD52 inh,S100A4 MyoIIA
COc1cc(C(=O)OC(C)CN2CCCCC2)cc(OC)c1OC (configuration not stated),6.6,-1.4,0.0,-10.8,/,-7.4,-0.2,6.0
CCOc1ccc(-c2nnc(SCC(=O)NC(C)(C)C)nc2-c2ccc(OCC)c(OC)c2)cc1OC,0.3,3.3,0.0,-1.4,0.0,13.1,-0.1,-2.5
COC(=O)/C=C1\OCc2cc(OCc3ccccc3)ccc21,-61.5,3.9,0.5,/,-0.1,/,7.9,-0.5
COc1ccc(-n2nc(C(=O)NCC(=O)N3CC(C)CC(C)C3)c3ccccc3c2=O)cc1 (configuration not stated),-16.1,2.7,-0.1,6.6,/,11.0,-2.9,-3.7

Later entries:
SMILES	EWS-Fli inh	FN deposit inh	Xi reactivation	RAD54 branch	E-sel inducer	esBAF inh	RAD52 inh	S100A4 MyoIIA
C/C=C/c1ccc([C@@H]2[C@@H](CO)N3C(=O)CN(Cc4ccccc4)C[C@H]23)cc1	17.4	/	0.2	/	-0.1	/	-6.3	-8.1
COc1ccc(C(=O)OCCN2C(=O)c3ccccc3C2=O)cc1OC	-3.6	0.8	0.0	/	/	/	-6.0	-5.4
COc1ccc(-c2cc([N+](=O)[O-])ccc2OCC(=O)N(C)CC(=O)Nc2ccc(C)cc2)cc1	12.9	-1.6	0.1	-0.7	3.1	-1.1	-12.4	-2.7
CCCN1[C@@H]2c3ccc(-c4cccc(F)c4)c(=O)n3C[C@@H]2[C@@H](CO)[C@@H]1C(=O)N[C@H](C)c1ccccc1	2.4	/	0.0	-1.4	-0.3	-4.4	5.3	-0.4
Cc1cccc(N(C(=O)c2nsc(Cl)c2Cl)C(C(=O)NC2CCCC2)c2ccc(O)cc2)c1C (configuration not stated)	-4.8	-9.7	0.0	/	/	/	-10.9	-6.1
C[C@@H](NC(=O)C[C@H]1CC[C@H]2[C@@H](COC[C@@H](O)CN2C(=O)Nc2cc(Cl)cc(Cl)c2)O1)c1ccccc1	10.6	-2.0	0.1	3.2	0.1	2.7	12.9	-3.9
O=C1C=C(c2cc(F)ccc2F)C[C@@H](c2ccc(Cl)cc2)C1	-6.4	-2.9	0.5	-5.1	0.3	-3.3	-11.4	-3.0
CC(C)CC1NC(=O)c2ccc(Cl)cc2-n2c1nc1ccc(Cl)cc1c2=O (configuration not stated)	8.1	2.6	0.0	/	-0.5	/	-4.2	-0.1
Fc1cccc(Cc2noc(CN3CCC(c4ccncc4)CC3)n2)c1	-9.9	-4.8	0.0	/	/	/	-12.2	-1.7
C[C@@H]1CN([C@H](C)CO)C(=O)c2cc(NS(=O)(=O)c3ccc(F)cc3)ccc2O[C@H]1CN(C)Cc1ccncc1	13.3	/	3.7	2.9	-2.4	1.6	12.6	6.9

From PubChem BioAssay
